Screens as filed in PubChem.
HT1080NT lethal = qHTS for induction of synthetic lethality in tumor cells producing 2HG: qHTS for the HT-1080-NT fibrosarcoma cell line | HT-1080-NT fibrosarcoma viability, CellTiter-Glo ATP luminescence, 48 h | Potency, µM (series often up to 46.1 µM), without a hit: at the highest dose activity, negative = less viability, most hits filed as cytotoxic | 360,000 compounds, 1.6% hits;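 further: NT is the 2HG producing partner of a matched IDH1 knockdown line; potency means the concentration at half of the fitted maximal effect; 0% = DMSO-treated cells and -100% = media-only wells without cells; nearly all actives have a fitted effect of over 55% in size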
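A 48-hour cytotoxicity screen used HT-1080-NT cells plated 2 hours before compound delivery. ATP-based CellTiter-Glo luminescence measured viability, normalized to DMSO and no-cell controls.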
ATXN2 expr inh = Primary qHTS for Inhibitors of ATXN expression | HEK-293 ATXN2-luciferase reporter, luminescence, 24 h | Potency, µM (titrated, usually from 57 µM), inactives show at the top dose activity change, negative = inhibition, actives largely listed as inhibitors | 360,000 compounds, 0.72% hits; further: potency means the concentration at half of the fitted maximal effect; on the % scale 0 is the no-effect control and ±100 the full control effect; nearly all actives have a fitted effect of over 55% in size
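qHTS (up to 57 uM final) was run with 24 h compound exposure of reporter cells at 37 °C. Each well was multiplexed: SteadyGlo luminescence measured ATXN2-luciferase expression after a fluorogenic Gly-Phe-AFC viability readout (25 uM final).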
KB-3-1 tox = qHTS assay for MDR1-selective chemotherapeutics: Primary screen using the parental adenocarcinoma cell KB-3-1; 400,000 compounds, 1.4% hits; KB-3-1 viability, CellTiter-Glo ATP luminescence, 72 h; AID 1347075, 2019; Potency, µM (top dose mostly 46.1 µM), without a hit: at the highest dose activity change, negative = cytotoxic, usual class: cytotoxic; further: potency means the concentration at half of the fitted maximal effect; on the % scale 0 is the no-effect control and ±100 the full control effect; nearly all actives have a fitted effect of over 60% in size
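Cytotoxicity measured as CellTiter-Glo luminescence after 72 h at 37 C. Compound titrations were pinned onto drug-naive KB-3-1 parental adenocarcinoma cells grown in DMEM with 10% FBS, and normalized data fitted to concentration-response curves.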
HT1080 IDH1KD tx = qHTS for induction of synthetic lethality in tumor cells producing 2HG: qHTS for the HT-1080-IDH1KD cell line; HT-1080 IDH1 knockdown viability, ATP luminescence, 48 h; Potency, µM (titrated, usually from 46.1 µM), for inactives: at the highest dose activity, negative = toxicity, most hits filed as cytotoxic; 360,000 compounds, 2% hits;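 further: potency means the concentration at half of the fitted maximal effect; 0% = DMSO wells and -100% = cell-free medium wells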
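In this qHTS, HT-1080 cells depleted of IDH1 are exposed for 48 h at 37 °C to compound titrations. Toxicity is scored from CellTiter-Glo luminescence, with DMSO as full viability and medium alone as none.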
ATXN viability = Viability Counterscreen for Primary qHTS for Inhibitors of ATXN expression; S2 cells (HEK-293 line with an ATXN2-luciferase reporter) viability, CellTiter-Fluor protease fluorescence, 24 h; 400,000 compounds, 0.49% hits; Potency, µM (highest dose often 56.7 µM), actives largely listed as cytotoxic; further: potency means the concentration at half of the fitted maximal effect; nearly all actives have a fitted effect of over 40% in size
SW480 rereplic = A quantitative high throughput screen for small molecules that induce DNA re-replication in SW480 colon adenocarcinoma cells. SW480 DNA re-replication, Hoechst DNA content imaging, 48 h. Potency, µM (series often up to 46.1 µM), inactives show at the highest dose re-replication activation, usual class: activators. 340,000 compounds, 1.8% hits. AID 624297, 2012; further: potency means the concentration at half of the fitted maximal effect; % of control where 0% means no effect; nearly all actives have a fitted effect of over 55% in size
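Readout is total intensity of Hoechst-stained nuclei, excited at 405 nm and collected at 500-530 nm. Compound treatment lasted 48 hr at 37 C in 5% CO2 before staining.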
IL1B secr inh = qHTS for Inhibitors of Inflammasome Signaling: IL-1-beta AlphaLISA Primary Screen | THP-1 LPS/ATP IL-1B secretion, AlphaLISA, 16 h; hits give low values | activity change, % at 57.5 µM | 360,000 compounds, 4.7% hits | AID 743279, 2014; in the data active means activity change below about -50%; inconclusive means mostly about -30% to -49%; further: on the % scale 0 is the no-effect control and ±100 the full control effect
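Secreted IL-1B measured by AlphaLISA bead assay after 16 h compound exposure of THP-1 cells; compounds (final up to 57.5 uM) added 1 h before LPS (250 ng/mL) and ATP (1.25 mM) stimulation; lower signal means less secretion.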
MCF10A rereplic = A quantitative high throughput screen for small molecules that induce DNA re-replication in MCF 10a normal breast cells; MCF 10A DNA re-replication, Hoechst nuclear intensity, 48 h; Potency, µM (top dose mostly 46.1 µM), for the others: at the highest dose activity, positive = re-replication, actives largely listed as activators; 350,000 compounds, 2.9% hits; further: potency means the concentration at half of the fitted maximal effect; % of control where 0% means no effect; nearly all actives have a fitted effect of over 50% in size
HepG2 tox = qHTS for Inhibitors of TGF-b: Cytotox Counterscreen; 410,000 compounds, 0.76% hits; HepG2 CAGA-GFP viability, ATP luminescence, 18 h; AID 588856, 2011; Potency, µM (highest dose often 46.1 µM), without a hit: top-dose activity change, negative = cytotoxicity, hits mostly cytotoxic; further: potency means the concentration at half of the fitted maximal effect; some results filed as inactive show a strong effect at the top dose
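HepG2 CAGA-GFP cells (1000/well, DMEM with 1% FBS) received compound, then TGF-beta at 500 pg/mL final, and were incubated 18 hours at 37 degrees C. Viability was read by CellTiter-Glo luminescence. Media-only wells were set as complete cell-killing and DMSO as no toxicity.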
Starred values were filed as active, the others as inactive; i = inactive; ? = inconclusive; . = no result given; [ ] = dose if it differs, or a comment. Unless noted, the call rests on the fitted dose curve; in most records, active means well fitted curve in the direction sought with a large enough effect; inconclusive means small, poorly fitted or top-dose-only effect, or another doubt; inactive means no such curve, though single readings can be large; an effect the other way counts as inactive or inconclusive. Outcome played no part in choosing rows. About 8.9% of those tested had a hit in this group.

SMILES	HT1080NT lethal	ATXN2 expr inh	KB-3-1 tox	HT1080 IDH1KD tx	ATXN viability	SW480 rereplic	IL1B secr inh	MCF10A rereplic	HepG2 tox
O=C1c2[nH]nc(-c3ccccc3O)c2C(c2cccc(O)c2)N1Cc1ccco1 (configuration not stated)	-13.0%	-0.9%	-10.5%	?	?	-0.9%	-22.0	12.0%	-5.3%
CC(=O)OCC(=O)C1=CCC2C3CCC4=CC(=O)C=CC4(C)C3(F)C(OC(C)=O)CC12C (configuration not stated)	8.9%	-31.4%	-23.9%	16.4%	?	-1.8%	-11.6	-2.6%	2.7%
CCO/N=C(\C)c1c(O)cc(C(C)C)n(-c2ccccc2)c1=O	1.2%	5.4%	9.3%	-2.9%	i	-14.0%	-2.2	19.7%	-2.2%
O=C(NC1CCN(Cc2ccccc2)CC1)C1CCCN(c2nnc(-n3cccc3)s2)C1 (configuration not stated)	-8.8%	-15.1%	-11.8%	-0.6%	i	-5.7%	-21.6	3.7%	-17.8%
Cc1ccc(-n2c(C)c3c(C)nnc(C)c3c2C)cc1C	-5.4%	-15.0%	?	-25.3%	i	?	?	20.8%	-22.8%
CC12CCC3c4ccc(OCC(=O)O)cc4CCC3C1CCC2=O (configuration not stated)	3.6%	-0.4%	-15.0%	2.4%	i	-5.0%	15.5	9.0%	-2.3%
Cc1cccc(C)c1NC(=S)NC(C)CCc1ccccc1 (configuration not stated)	-6.7%	-6.6%	-13.8%	-1.9%	i	9.1%	-1.0	3.8%	-16.2%
CC1(C(=O)NS(=O)(=O)c2ccc(Cl)cc2)CCN1C(=O)Cc1cc(F)ccc1F (configuration not stated)	8.0%	10.8%	0.0%	?	i	.	25.0	.	-2.3%
Cc1ccc(-c2noc(COc3ccc(Br)c(C)c3)n2)cc1	.	16.4%	2.9%	.	i	.	.	.	-17.1%
COc1ccc2[nH]c(C(=O)NCCCn3ccnc3)cc2c1	4.4%	-3.1%	8.2%	19.7%	i	-6.3%	30.3	-11.7%	-0.9%
COc1ccc(NCc2ccc([N+](=O)[O-])s2)c(OC)c1	5.9%	5.5%	?	10.0%	i	.	-8.1	3.0%	-19.5%
CCOC(=O)c1c(S(=O)(=O)Nc2ccc(F)cc2Cl)c(C)n(C)c1C	-6.7%	-3.0%	-12.4%	-4.4%	i	-16.9%	0.0	2.5%	-0.6%

(more compounds)
SMILES	HT1080NT lethal	ATXN2 expr inh	KB-3-1 tox	HT1080 IDH1KD tx	ATXN viability	SW480 rereplic	IL1B secr inh	MCF10A rereplic	HepG2 tox
Cc1cc2ncn(S(=O)(=O)c3ccc(S(=O)(=O)N4CCOCC4)cc3)c2cc1C	19.0%	-1.5%	-1.7%	12.8%	i	-3.3%	12.4	17.4%	-0.9%
Cc1cccc2cc(C(c3nnnn3C(C)(C)C)N3CCN(C(=O)c4ccco4)CC3)c(=O)[nH]c12 (configuration not stated)	4.7%	-11.5%	0.7%	12.8%	?	3.3%	8.1	?	-2.9%
O=C(NCCCCNC(=O)c1cccs1)c1cccs1	3.3%	-7.1%	-2.0%	19.2%	i	-325.7%[inhibitor]	-1.0	4.0%	0.4%
CN(CC(=O)Nc1ccc(F)cc1)C(=O)C1Cc2ccccc2CN1S(C)(=O)=O (configuration not stated)	-0.8%	12.4%	-4.3%	11.2%	?	-3.9%	1.3	-0.5%	4.4%
COCC(=O)N(C)C1(c2nnnn2CCOC(=O)Nc2ccc(Cl)cc2)CCCCC1	-3.5%	.	0.1%	1.1%	i	-2.3%	0.5	-2.0%	-5.8%
COc1ccc(C2=NOC(c3nnc(-c4ccccc4)o3)C2)cc1 (configuration not stated)	-14.8%	19.9%	6.7%	11.0%	i	-11.8%	-6.9	0.0%	-3.5%
NC(=O)c1nsc(C(=O)N(Cc2cccnc2)C(C(=O)NC2CCCCC2)c2ccc(F)cc2)c1N (configuration not stated)	0.1%	11.5%	0.0%	-12.5%	i	?	-21.8	32.7%	-17.3%
CC1(C)Cc2c(c(-c3ccccc3)nc3[nH][nH]c(=O)c23)CO1	-3.6%	0.5%	2.7%	-2.4%	i	5.1%	-14.2	5.4%	-22.5%
O=C(Cc1ccc(-n2c(=O)[nH]c3ccsc3c2=O)cc1)N1CCN(c2ccc(Cl)cc2)CC1	-13.4%	?	-20.4%	-8.8%	i	-8.8%	-75.2*	12.5%	17.5%
O=c1c2cc3c(cc2n(Cc2ccc(Cl)cc2)c(=O)n1Cc1nc(-c2ccccc2)no1)OCO3	.	-8.6%	-0.4%	.	i	.	.	.	-7.4%
CCCCCCn1cc(CN2CC(N3CCN(Cc4cccc(C)c4)CC3)CS2(=O)=O)nn1 (configuration not stated)	-4.0%	-16.4%	-26.4%	-16.6%	i	.	-11.9	.	.
O/N=C1\CCCCc2ccccc21	28.4%	2.7%	7.8%	2.0%	i	0.5%	7.6	-5.6%	1.6%

Other compounds follow:
SMILES	HT1080NT lethal	ATXN2 expr inh	KB-3-1 tox	HT1080 IDH1KD tx	ATXN viability	SW480 rereplic	IL1B secr inh	MCF10A rereplic	HepG2 tox
Cc1cc(C)cc(-n2c3ccc(NC(=S)NC4CCCCC4)cc3c(=O)n2C)c1	?	-25.2%	?	-15.7%	?	.	-13.8	.	-12.7%
COc1ccc(S(=O)(=O)Cc2ccc(C(=O)NCc3ccccc3OC)o2)cc1	-10.3%	.	-2.2%	-5.4%	i	-4.2%	-7.9	?	-18.2%
Cc1nc(C)c(C(=O)N2CCCC(C(=O)c3cc(F)ccc3F)C2)s1 (configuration not stated)	-1.1%	-3.0%	2.9%	0.7%	i	-2.3%	i	5.7%	3.4%
CCCCOc1ccccc1N	14.1%	13.1%	1.9%	15.0%	i	-5.7%	0.0	-6.3%	-0.3%
O=C(Cn1c(C(=O)O)cc2ccccc21)c1ccccc1	2.9%	-5.3%	-1.0%	3.0%	i	-1.5%	16.9	10.0%	1.6%
O=C(c1ccccc1)c1ccc2nc(Nc3ccccc3Cl)c3nncn3c2c1	.	-7.3%	11.7%	.	i	.	.	.	-2.8%
CCc1nn2c(=O)cc(CSCC(=O)Nc3ccccc3F)nc2s1	0.2%	-7.9%	7.5%	-0.7%	i	0.4%	-1.3	-3.2%	7.1%
CC1CCC2(CC1)NC(=O)N(CC(=O)Nc1ccc(F)cc1)C2=O (configuration not stated)	-1.4%	-10.2%	-14.0%	-28.6%	i	?	-9.2	?	7.2%
O=C(NCCc1ccc(F)cc1)C(=O)NCC1CCCN1S(=O)(=O)c1ccccc1 (configuration not stated)	-19.2%	-30.8%	18.4µM*	?	?	?	-79.7*	?	-12.4%
NS(=O)(=O)c1cccc(NC(=O)Cn2nc(C(=O)O)c3ccccc3c2=O)c1	-1.3%	-2.3%	-0.2%	-11.0%	i	-1.4%	-1.6	0.9%	-20.8%
O=C(NC1CCCCC1)C1CCN(c2nnnn2-c2ccccc2)CC1	-0.8%	6.3%	-0.3%	-1.6%	?	-8.0%	11.6	-3.0%	-0.9%
COc1ccc(CCNC(=O)[C@@H]2C[C@H]2c2ccccc2)cc1OC	18.0%	-34.3%	4.5%	16.0%	i	-1.6%	-11.8	9.2%	25.7%

3 neighbouring records from above, quoted:
SMILES	HT1080NT lethal	ATXN2 expr inh	KB-3-1 tox	HT1080 IDH1KD tx	ATXN viability	SW480 rereplic	IL1B secr inh	MCF10A rereplic	HepG2 tox
COc1ccc(NCc2ccc([N+](=O)[O-])s2)c(OC)c1	5.9%	5.5%	?	10.0%	i	.	-8.1	3.0%	-19.5%
CCOC(=O)c1c(S(=O)(=O)Nc2ccc(F)cc2Cl)c(C)n(C)c1C	-6.7%	-3.0%	-12.4%	-4.4%	i	-16.9%	0.0	2.5%	-0.6%
Cc1cc2ncn(S(=O)(=O)c3ccc(S(=O)(=O)N4CCOCC4)cc3)c2cc1C	19.0%	-1.5%	-1.7%	12.8%	i	-3.3%	12.4	17.4%	-0.9%

The list continues.
SMILES	HT1080NT lethal	ATXN2 expr inh	KB-3-1 tox	HT1080 IDH1KD tx	ATXN viability	SW480 rereplic	IL1B secr inh	MCF10A rereplic	HepG2 tox
COc1ccc(C#Cc2cnc3c(c2)C(=O)N([C@H](C)CO)C[C@@H](C)[C@H](CN(C)C(=O)CN(C)C)O3)cc1	-4.0%	-7.0%	5.9%	-1.4%	i	.	0.0	.	3.0%
COc1cccc(-c2nc(CS(=O)CC(=O)O)c(C)o2)c1 (configuration not stated)	10.7%	2.3%	3.6%	-5.3%	i	-1.4%	17.0	1.0%	-5.9%
CC(C)(c1ccc(O)c([N+](=O)[O-])c1)c1ccc(O)c([N+](=O)[O-])c1	-5.7%	0.5%	-6.0%	-16.1%	i	-18.4%	37.6	?	2.6%
COc1ccccc1C1CC(=O)Oc2ccc(C(C)(C)C)cc21 (configuration not stated)	3.7%	-0.7%	0.0%	-0.3%	i	-23.3%	39.4	-33.7%[inhibitor]	-19.8%
O=C(Nc1ccccc1Sc1ccccc1)C1CCCO1 (configuration not stated)	-3.5%	-7.4%	10.4%	14.8%	i	?	19.9	?	0.5%
O=C(COc1ccccc1F)NC1CC1	0.0%	17.9%	-0.9%	?	i	-10.6%	19.9	-23.1%	4.8%
CCS(=O)(=O)N1CCC(C(=O)Oc2ccccc2Br)CC1	2.6%	2.2%	24.7%	14.8%	i	-0.8%	6.8	?	4.4%
CC(C)(C)C(=O)/C(=C/c1ccc(Cl)cc1)n1cncn1	16.4µM*	.	?	-21.9%	10µM*	?	-97.0*	6.51µM*	-115.4%
CCN(CC(=O)NCc1cccs1)C(=O)c1ccc(S(=O)(=O)Nc2ccccc2C)cc1	-10.5%	-8.0%	-1.2%	-6.8%	i	-16.5%	9.6	5.4%	4.7%
